Shn3 3UTR inh = reduction of Shn3 3'UTR firefly luciferase signal, primary screen, Schnurri-3 inhibitor project, cell-based, Clone20 osteoblasts, set 2. Clone20 osteoblast Shn3 3'UTR firefly luciferase, 24 h. inhibition, % at 12.5 µM. hit rate 0.52% among 360,000. AID 588674, 2011;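 active = mean inhibition of at least 75% with every replicate also reaching 75%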;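 also: 0% = median of neutral control wells and 100% = pilot-screen positive control compound; some compounds past the cut are filed as inactive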
CaV13 FRET inh = Primary screen for inhibitors of IQ motif and Ca2+-dependent inactivation inhibitor domain binding in CACNA1D, Förster resonance energy transfer in living cells, …; inhibition, % at 12.3 µM; hit rate 0.098% among 340,000; HEK cells, CFP/YFP FRET ICDI-IQ, plate reader, 10 min; percent FRET-ratio fall versus neutral wells;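 active = mean replicate inhibition of at least 30% and at least 1% of replicates passing that level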;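 also: 0% = median of the neutral control wells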
m5-HT2A agonist = mouse Htr2a agonists via beta-arrestin recruitment, primary screen, cell-based, luminescence; 5-hydroxytryptamine receptor 2A (Mus musculus), P35363; hit rate 0.66% among 360,000; AID 624169, 2012; CHO-K1 mHTR2A beta-arrestin complementation; percent of 30 µM serotonin response; activation, % at 7.6 µM;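 active = activation above a run cutoff, the mean activation of all tested compounds plus 3 SD, cut at about 14% in these data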;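 also: 0% = plate median of compound wells and 100% = 30 µM serotonin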
Target sequence (P35363 whole entry, looked up): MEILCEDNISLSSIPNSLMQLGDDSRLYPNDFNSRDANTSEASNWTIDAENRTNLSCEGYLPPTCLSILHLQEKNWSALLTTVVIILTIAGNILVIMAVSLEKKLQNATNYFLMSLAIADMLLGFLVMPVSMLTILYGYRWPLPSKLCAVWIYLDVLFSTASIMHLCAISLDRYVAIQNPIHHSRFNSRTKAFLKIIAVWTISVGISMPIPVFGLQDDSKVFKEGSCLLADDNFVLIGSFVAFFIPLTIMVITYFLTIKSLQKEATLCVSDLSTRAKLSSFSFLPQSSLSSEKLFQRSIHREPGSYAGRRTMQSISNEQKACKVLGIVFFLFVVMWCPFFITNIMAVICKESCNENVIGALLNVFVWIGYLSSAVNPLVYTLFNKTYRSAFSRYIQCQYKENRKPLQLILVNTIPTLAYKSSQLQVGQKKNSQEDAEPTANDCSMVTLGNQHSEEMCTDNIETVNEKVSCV
HIF-2a inh = HIF-2a reporter inhibitors, primary screen, luminescence, 786-0 RCC cells. inhibition, % at 18.8 µM. 786-0 RCC cells HIF-2a reporter, luciferase luminescence, overnight. hit rate 0.72% among 360,000;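 active = inhibition of the luminescence signal of 40% or more relative to plate controls, in a single-dose primary screen at 18.75 µM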
NR2E3 ag-1 = NR2E3 agonists in two-hybrid cells, primary screen, cell-based, luminescence, CHO-S, Gal4-NCOR/VP16-NR2E3 | Photoreceptor-specific nuclear receptor (Homo sapiens), Q9Y5X4 | inhibition of corepressor binding, % at 3.98 µM | AID 602229, 2012 | hit rate 0.35% among 360,000 | luciferase;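 active = inhibition above the mean of all tested compounds plus 3 SD, cut at about 70% in these data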;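 also: 0% = DMSO with NR2E3 transfected cells and 100% = cells lacking NR2E3 construct; higher means lower luciferase signal from less NR2E3 corepressor binding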
Target sequence (Q9Y5X4 whole entry, looked up, the tested form may be a part): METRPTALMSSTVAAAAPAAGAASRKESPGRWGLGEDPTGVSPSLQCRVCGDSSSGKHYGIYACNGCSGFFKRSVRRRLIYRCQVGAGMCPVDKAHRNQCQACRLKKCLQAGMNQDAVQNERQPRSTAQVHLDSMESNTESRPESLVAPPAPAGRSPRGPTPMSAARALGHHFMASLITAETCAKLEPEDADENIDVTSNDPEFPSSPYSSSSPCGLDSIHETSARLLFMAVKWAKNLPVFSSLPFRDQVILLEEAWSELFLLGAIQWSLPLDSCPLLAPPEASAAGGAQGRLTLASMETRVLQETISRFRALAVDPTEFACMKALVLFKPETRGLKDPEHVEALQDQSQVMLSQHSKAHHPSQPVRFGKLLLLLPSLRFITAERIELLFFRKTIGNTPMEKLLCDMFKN
Cardio protect = cardioprotection against H2O2-induced cell death, primary screen, uHTS, H9c2 cells, ATPLite luminescence; protection from H2O2 cell death, % at 20 µM; H9c2 cardiomyocytes, H2O2 injury protection, 2 h; hit rate 0.63% among 360,000;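 active = compounds giving at least 50% protection of heart cells from peroxide-induced death in the single-dose screen, raw or plate-pattern-corrected value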;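 also: 0% = DMSO wells with peroxide and 100% = DMSO wells without peroxide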
PDI inh = inhibitors of human PDI, primary screen, biochemical, turbidity, single point, plate reader; Protein disulfide-isomerase (Homo sapiens), P07237; PDI insulin aggregation turbidity, A650, 90 min; inhibition, % at 10 µM; hit rate 0.052% among 350,000;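 active = mean inhibition across replicates of 30% or more, whatever share of single replicates reach that level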;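 also: absorbance from insulin aggregation driven by PDI reduction with DTT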
NR2E3 ag-2 = inhibitors of NR2E3-RetCOR corepressor binding, primary screen, NR2E3 agonist project, biochemical, TR-FRET, GST-NR2E3, biotin-RetCOR; hit rate 0.12% among 320,000; 1536-well; AID 2300, 2010; Photoreceptor-specific nuclear receptor (Homo sapiens), Q9Y5X4; inhibition of corepressor binding, % at 4.78 µM;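 active = percent inhibition above the cutoff of mean plus 3 SD of all tested compounds, set per screening campaign, cut at about 20% in these data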;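 also: 0% = DMSO wells and 100% = biotin wells as full block of FRET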
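Format: 1536-well format; test system: GST-NR2E3 and biotin-RetCOR proteins; read-out basis: percent inhibition of TR-FRET ratio; timing: 5 h incubation at 4 °C; detection: time-resolved FRET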
Peg3 prom inh = Peg3 promoter-driven luciferase inhibitors, primary screen, cell-based, HeLa, luciferase luminescence | HeLa PEG-Prom luciferase reporter, overnight | hit rate 1.7% among 360,000 | inhibition, % at 20 µM | AID 588405, 2011;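 active = inhibition of at least 50% at 20 µM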
MITF TRPM1 inh = inhibitors of MITF-dependent TRPM1 promoter reporter, primary screen, cell-based, SK-MEL-5, single point, luciferase | hit rate 0.83% among 330,000 | SK-MEL-5 TRPM1 promoter luciferase, 24 h | inhibition, % at 12.5 µM;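 active = mean inhibition across replicates of 60% or more, whatever share of single replicates reaches that level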; also: values of inactives mirror those of a sister screen read the other way
hiPSC survival = enhancers of single-cell hiPSC survival, primary screen, ATPlite luminescence; AID 602274, 2012; survival enhancement, % at 20 µM; 100% = ROCK inhibitor wells, 0% = DMSO; hit rate 0.044% among 360,000; in the data active = survival enhancement above about 18%;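 also: cells exposed to compounds for 16 hours before the ATP read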
Numbers without * were called inactive; . = no result given; & = joins results of further samples.

SMILES	Shn3 3UTR inh	CaV13 FRET inh	m5-HT2A agonist	HIF-2a inh	NR2E3 ag-1	Cardio protect	PDI inh	NR2E3 ag-2	Peg3 prom inh	MITF TRPM1 inh	hiPSC survival
C/C(=N/NC(=O)c1ccncc1)c1ccc(NC(=O)c2ccc(Cl)cc2Cl)cc1	-13	.	-5	-211	-99	-5	5	2	-90	-79	0.1
CC(=O)Nc1ccc(OCC(O)CN2CCN(c3ccc(F)cc3)CC2)cc1 (stereo unspecified)	2	-16	1	8	8	2	-10	1	4	-3	0.1
O=C(Nc1nccs1)C(c1ccccc1)N1CCCC1 (stereo unspecified)	-16	1	13	13	2	7	2	0	-2	-5	-0.4
COc1cc(CCC(=O)OCC(=O)Nc2ccc(F)c(F)c2)cc(OC)c1OC	18	-7	-15	5	-29	-3	2	2	5	9	-0.2
Oc1ccc(Cl)cc1CNCc1ccc(C(F)(F)F)cc1	-6	-10	13	-13	17	-4	-1	-2	-17	6	-0.8
CC(C)CCN(CCC(C)C)C/C(O)=C(\C#N)c1nc(-c2ccccc2)cs1	20	-10	-6	1	1	-5	-2	4	17	14	-0.4
O=C(COC(=O)/C=C/c1cccc(C(F)(F)F)c1)NCc1ccc(F)cc1	5	-4	3	17	8	7	-11	1	6	-15	3.5
CC(C)(C)n1nc2c(c1NC(=O)c1cc(Cl)ccc1[N+](=O)[O-])CS(=O)(=O)C2	-11	-5	-6	1	-1	-1	-2	1	-4	-10	5.1
C[C@H](O)[C@@H]1C(=O)N2CCc3c([nH]c4ccccc34)[C@@H]2C[C@@H]1N(C)Cc1ccc2c(c1)OCO2	-5	-4	-2	-16	1	3	-5	.	11	.	-0.5
O=C(NC1CCCCC1)c1cccc(OCc2ccccc2)c1	28	-5	-12	-27	5	-3	-9	-4	-13	-5	0.1
COCCNC(=S)N1CCN(c2nc3ccccc3s2)CC1	37	6	5	-68	-46	2	-1	-1	-68	-10	-0.2
COc1ccc(-c2cc(C(F)(F)F)n3nc(C(=O)Nc4cc(C)on4)cc3n2)cc1OC	47	-4	6	12	-27	17	-2	0	21	1	-0.6
CCOC(=O)C1=C(COC(=O)C2CC(=O)N(c3ccccc3CC)C2)NC(=O)NC1C (stereo unspecified)	-11	-6	0	3	-6	5	5	.	4	.	-0.4
Cc1cc(C)cc(OCC(=O)OCC(=O)c2ccc3c(c2)NC(=O)CO3)c1	2	-5	-4	8	0	-18	1	1	-9	0	-0.5
COc1ccc(N(C(=O)CNC(=O)c2ccco2)C(C(=O)NC2CCCCC2)c2cccnc2)cc1 (stereo unspecified)	-2	-2	1	12	-16	-2	5	2	12	-3	-0.4
O=C(COC(=O)CNS(=O)(=O)c1ccccc1)NC12CC3CC(CC(C3)C1)C2	-2	0	10	17	6	11	3	3	0	-1	0.3
CCN(C(=O)CN1CCCc2cc(C)ccc21)c1c(N)n(Cc2ccccc2)c(=O)[nH]c1=O	-5	-4	0	13	-9	11	0	.	9	15	0.0
Cc1nc2ccccn2c1P(=Nc1ccccc1)(N(C)C)N(C)C	7	-10	-1	-27	-15	-4	0	-1	3	-48	0.6
CCCNC(=O)C(Cc1cccc(OC)c1)NC(=O)c1ccc(C(C)(C)C)cc1 (stereo unspecified)	19	-4	-2	-4	21	-1	-1	-5	-14	-10	1.0
Cc1cc(O)c(C(=O)/C=C/c2c(F)c(F)c(F)c(F)c2F)c(=O)o1	-27	-23	2	-78	-44	-6	-1	0	-23	2	-0.7
COc1ccc(CN2C(=O)C(Cc3ccccc3)Nc3ncnc(N4CCOCC4)c32)cc1 (stereo unspecified)	7&2	-6	11&-4	5&1	16&0	14&7	18	-4	-2&-8	5	0.9&1.7
CCN(CC)C(=O)COc1ccc(Br)cc1Cl	15	-4	-2	14	-12	-1	-4	1	-3	-2	-2.1
COC(=O)CCCC[C@@H]1O[C@H](CCc2ccccc2)CC2=C1C(=O)OC(C)(C)O2	.	-7	-6	-1	8	.	.	.	.	.	-0.9
CC1CC(C)CN(C(=O)COC(=O)Cc2c[nH]c3ccccc23)C1 (stereo unspecified)	-25	-5	-6	13	2	3	1	0	2	-7	0.1
COc1ccc(OCC(=O)Nc2ccccc2C(=O)N2CCOCC2)cc1	-12	-6	1	10	-27	6	-2	-1	14	9	0.7
Cc1ccn2cc(-c3ccc(Br)cc3)nc2c1	36	-16	-6	-45	-136	-25	-5	0	-69	19	-0.9
O=C(Cc1ccccc1[N+](=O)[O-])NCC(=O)c1ccc2c(c1)OCO2	-5	-6	8	-160	-48	-3	3	.	-135	-4	-0.1
CCCNC(=O)CNC(=O)c1ccc(C#N)cc1	-20	8	1	0	-19	2	2	.	5	-2	-0.5
COc1ccc(CCNC(=O)c2cccn2C)cc1	-11	.	5	-152	-90	0	0	1	-223	-74	-0.3
OC[C@@H]1CN(Cc2ccc(F)cc2)C[C@H](n2cnc3c(NCc4ccco4)ncnc32)O1	0	-17	6	10	-12	9	4	.	18	.	-0.9
Cc1ccc(OCC(=O)NC(=S)Nc2cccc(C)n2)cc1	-25	-5	3	-31	17	-9	0	0	0	4	0.3
COC(=O)C1C(=O)CC(C)(O)C(C(=O)OC)C1c1ccc2c(c1)OCO2 (stereo unspecified)	-16	.	-3	11	3	1	0	4	12	0	-1.3
C=CCn1c(COc2cccc(C)c2)nnc1SCC(=O)c1c[nH]c2c(CC)cccc12	8	-6	0	5	-9	8	1	0	3	4	-0.8
Cc1cccc(/C(N)=N/OC(=O)c2ccc(F)cc2)c1	-64	-5	3	-265	-52	-19	-10	-4	-261	-41	-1.7
Cc1ccnc(NCc2ccc(Br)cc2)c1	-28	-11	-7	-179	-68	-3	1	1	-73	-50	-0.6
CCCOc1ccc(C2c3c(oc4cc(C)c(C)cc4c3=O)C(=O)N2CCCN2CCOCC2)cc1 (stereo unspecified)	10	-12	5	1	-3	-5	.	1	-2	7	4.1
Cc1cc(C(F)(F)F)nc(SCC(=O)Nc2ccccc2)n1	-3	-5	-3	11	7	0	12	3	10	-4	-2.5
CCOC(=O)c1nn(-c2ccccc2)c2nc(-c3ccc(OC)cc3)c(C#N)c(=O)n12	-2	-7	19*	19	-4	6	4	5	6	8	0.9
O=C(CN1CCN(S(=O)(=O)c2cc(Cl)ccc2Cl)CC1)Nc1ccc2c(c1)OCCO2	-10	-1	-3	-5	9	4	-6	-3	-11	7	-1.7
COc1cccc(/C=C2\SC(=S)N(CC(=O)N(C)C3CCS(=O)(=O)C3)C2=O)c1 (stereo unspecified)	-31	-16	11	-22	-3	-4	2	2	-33	-9	-0.4

Compounds from the list above that contain a furan ring, fused or not:
SMILES	Shn3 3UTR inh	CaV13 FRET inh	m5-HT2A agonist	HIF-2a inh	NR2E3 ag-1	Cardio protect	PDI inh	NR2E3 ag-2	Peg3 prom inh	MITF TRPM1 inh	hiPSC survival
COc1ccc(N(C(=O)CNC(=O)c2ccco2)C(C(=O)NC2CCCCC2)c2cccnc2)cc1 (stereo unspecified)	-2	-2	1	12	-16	-2	5	2	12	-3	-0.4
OC[C@@H]1CN(Cc2ccc(F)cc2)C[C@H](n2cnc3c(NCc4ccco4)ncnc32)O1	0	-17	6	10	-12	9	4	.	18	.	-0.9

(continued)
SMILES	Shn3 3UTR inh	CaV13 FRET inh	m5-HT2A agonist	HIF-2a inh	NR2E3 ag-1	Cardio protect	PDI inh	NR2E3 ag-2	Peg3 prom inh	MITF TRPM1 inh	hiPSC survival
CC[C@@]1(c2cccc(C)c2)C(=O)N(C(=O)OC)N1C(=O)OC	-11	-6	11	19	-9	-3	19	0	17	46	-1.5
Cc1ccccc1NC(=O)CSc1nc(=O)n(CCN2CCOCC2)c2c1CCCC2	-22	-1	1	12	-4	4	4	-2	10	10	-0.3
CC(=O)c1ccc(N=Nc2c(C)[nH][nH]c2=O)cc1	-45	-17	-4	-165	-42	6	5	-3	-121	-11	1.2
CCOc1cc(/C=C2\C(=N)N3N=C(N4CCCCC4)SC3=NC2=O)ccc1OC(=O)c1ccco1	-8	-8	10	4	-6	-8	.	-2	-5	6	0.8
Cc1cc(NC(=O)c2cc(C)on2)no1	-7	-3	2	-10	-3	7	-4	3	-6	2	1.3
O=C(O)c1ccc(CN(c2ccccn2)S(=O)(=O)c2ccccc2)cc1	14	-7	-3	9	-6	-1	0	4	6	7	0.1
O=C1Nc2ccc(F)cc2C12Nc1ccccc1-c1nnc(SCc3ccccc3F)nc1O2 (stereo unspecified)	-4	-9	1	-10	-30	-4	1	2	-13	-2	-2.1
COc1ccccc1CN1C[C@@H]2C[C@@H](c3ccc(Cl)cc3)N3CCC[C@@]23C1=O	33	-7	0	27	-27	3	15	-1	-3	3	0.7
CC1=CC(C)(C)N(C(=O)CNC2CCCC2)c2cc(C)ccc21	7	-4	-7	-2	-20	-12	-3	-3	8	-5	-0.4
CC(C)(C)n1nc2c(c1NC(=O)COc1ccccc1F)CS(=O)(=O)C2	12	-6	-2	18	-6	0	12	2	24	8	-0.1
O=C(COC(=O)/C=C/c1ccc(C(F)(F)F)cc1)Nc1ccc2[nH]c(=O)[nH]c2c1	-7	-4	4	9	7	2	-16	.	-1	1	0.0
Cc1ccc(N2C(N)=C(C#N)C(c3cccnc3)C3=C2CCCC3=O)cc1 (stereo unspecified)	-4	.	2	-16	-5	21	2	5	13	2	-0.3
CCC1CCc2sc(C(=O)NNC(=O)c3ccncc3)cc2C1 (stereo unspecified)	-1	-7	-1	-39	-7	20	-13	-3	-6	7	0.0
CC(C)CNC(=O)C1(C)CCCN1C(=O)C(C)(C)Oc1ccc(Cl)cc1 (stereo unspecified)	10	-6	3	-4	24	15	1	.	4	.	-3.2
CCCSc1ccc([C@@H]2[C@H]3C(=O)N(CC)C(=O)[C@H]3[C@]3(C(=O)OC)CCCCN23)cc1OC	-1	-9	1	21	1	6	12	3	28	8	-3.1
O=C1NCN(CCO)CN1	14	-4	5	2	-5	0	6	5	-6	4	-0.9
CCc1cc(-c2[nH]ncc2-c2nc3ccccc3n2C)c(O)cc1O	.	-4	-3	27	-15	0	-5	2	1	-1	-0.1
Cc1cc(C)nc(NCC(O)CNc2ccccc2Cl)n1 (stereo unspecified)	18	-4	-5	13	-5	-3	20	2	17	-4	0.9

The order is random. Share with any hit: about 3.9%.
